# PTAP TSG101 blk: qHTS Assay for Iinhibitors of HIV-1 Budding by Blocking the Interaction of PTAP/TSG101. Tumor susceptibility gene 101 protein (Homo sapiens), Q99816. Fluorescence polarization, FITC-PTAP peptide / Tsg101 binding. Potency, µM (series often up to 115 µM), for the others: top-dose activity change, negative = inhibition, most hits filed as inhibitors. 340,000 tested, under 10 active. AID 493005, 2010; active = well fitted inhibition curve with a large enough effect in the main read-out, with a control signal flat, not every such curve was filed as active; inconclusive = small, poorly fitted or top-dose-only effect, or effect the other way, or a change in a side signal; inactive = no such curve, though single readings can be large or run the other way; also: potency is read from the fitted curve at half-maximal effect; % of control where 0% means no effect
#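 FP read-out: FITC-PTAP peptide, 50 nM final, binding Tsg101 binding domain, 10 uM final; 20 min, r.t.; 10 mM HEPES pH 7.5, 0.15 M NaCl, 0.01% Tween 20, 3 mM EDTA, 0.1 mM TCEP.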
# a7 integrin act: qHTS for Activators of Integrin-Mediated Alleviation for Muscular Dystrophy; AID 624291, 2012; 350,000 compounds, 0.064% hits; Potency, µM (doses to about 38.3 µM), for the others: at the top dose activation, hits mostly activators; alpha7betagal myoblasts, beta-gal FDG fluorescence, 48 h;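 also: potency is read from the fitted curve at half-maximal effect; 100% = response of the positive control SU9516; nearly all actives have a fitted effect of over 60% in size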
#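 alpha7betagal+/- myoblasts (passage 13, 250/well) treated 48 h at 37C with compounds at 1:260 dilution of DMSO stock. Lysed, then beta-galactosidase activity read as FDG fluorescence (ex 480/em 540) after 30 min, with pre-read for autofluorescence.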
# ASM inhibitor: Inhibitors of Secretory Acid Sphingomyelinase (S-ASM): qHTS; Sphingomyelin phosphodiesterase (Homo sapiens), P17405; placental ASM, HMU-PC fluorogenic substrate, 60 min; Potency, µM (series often up to 57.5 µM), inactives show at the highest dose activity change, negative = inhibition, usual class: inhibitors; 340,000 compounds, 0.006% hits; also: potency is read from the fitted curve at half-maximal effect
#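 Fluorescence read-out (Ex 386 nm, Em 447 nm) after stopping the reaction at pH 10. Enzyme: ASM from human placenta; substrate HMU-PC0, 9 uM final; 60 min, 37 °C. Compound preincubation 10 min, ambient temperature.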
# Tb PFK inh: qHTS Assay to Find Inhibitors of T. brucei phosphofructokinase; T. brucei PFK, ADP-Glo luminescence; Potency, µM (highest dose often 57.5 µM), for the others: at the highest dose activity, negative = inhibition, most hits filed as inhibitors; AID 485367, 2010; ATP-dependent 6-phosphofructokinase (Trypanosoma brucei brucei), O15648; 330,000 compounds, 0.17% hits;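 also: potency is read from the fitted curve at half-maximal effect; 0% = uninhibited 1x PFK enzyme wells and -100% = no-enzyme wells; nearly all actives have a fitted effect of over 60% in size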
# Target sequence (O15648 whole entry, looked up): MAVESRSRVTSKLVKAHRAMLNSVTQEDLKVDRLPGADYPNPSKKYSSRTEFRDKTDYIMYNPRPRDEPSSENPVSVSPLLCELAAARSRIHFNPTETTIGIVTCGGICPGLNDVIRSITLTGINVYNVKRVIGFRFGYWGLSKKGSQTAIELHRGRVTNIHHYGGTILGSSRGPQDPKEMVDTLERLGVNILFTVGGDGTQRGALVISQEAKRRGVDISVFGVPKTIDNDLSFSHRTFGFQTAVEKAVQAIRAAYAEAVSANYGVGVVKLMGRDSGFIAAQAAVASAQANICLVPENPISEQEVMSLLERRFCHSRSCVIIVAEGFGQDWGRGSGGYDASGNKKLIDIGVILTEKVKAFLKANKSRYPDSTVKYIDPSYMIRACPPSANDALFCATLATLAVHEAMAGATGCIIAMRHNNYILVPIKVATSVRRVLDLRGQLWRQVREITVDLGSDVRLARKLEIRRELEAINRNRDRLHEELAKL
#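 Luminescent ADP detection (ADP-Glo, two-step: ATP depletion then ADP-to-ATP conversion for luciferase) reported PFK activity after 45 min room-temperature reaction of 1.25 nM enzyme with 0.5 mM F6P and 0.1 mM ATP at pH 8.0.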
# ELG1 DNA repair: qHTS screen for small molecules that inhibit ELG1-dependent DNA repair in human embryonic kidney (HEK293T) cells expressing luciferase-tagged ELG1; AID 504467, 2011; Potency, µM (doses to about 46.1 µM), for inactives: at the highest dose activity change, negative = inhibition, usual class: inhibitors; HEK293T ELG1-luciferase reporter, luminescence, 16 h; DNA damage induced by 5-fluorouridine; 330,000 compounds, 2.3% hits; also: potency is read from the fitted curve at half-maximal effect; % is scaled to controls: 0 for no effect and ±100 for the full control effect; nearly all actives have a fitted effect of over 55% in size
#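 In this reporter screen, reduction of luminescence relative to DMSO vehicle indicated activity. Compounds and 5-fluorouridine were added together to 2,000 cells per well, incubated for 16 hr at 37 °C, then developed with ONE-Glo.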
# AT treatment: qHTS Assay for Identifying a Potential Treatment of Ataxia-Telangiectasia. […] A-T fibroblasts, KAP-1 phosphorylation AlphaLISA; neocarzinostatin DNA damage 30 min before lysis. Potency, µM (top dose mostly 57.5 µM), without a hit: top-dose activation, actives largely listed as activators. 320,000 compounds, 0.19% hits; also: potency is read from the fitted curve at half-maximal effect; % of control where 0% means no effect; nearly all actives have a fitted effect of over 45% in size
#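 ATM-like activity read as KAP-1 phosphorylation via AlphaLISA donor/acceptor antibody pairs after lysis and 6 hr at 25C. Cells were ATM-null patient fibroblasts ([…], hTERT), dosed 60 min, then exposed to the DSB inducer NCS for 30 min.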
# TCR act: Activators of T cell receptors: qHTS campaign; primary human leukocytes, anti-CD3, IL-2 HTRF, 48 h; Potency, µM (top dose mostly 9.22 µM), without a hit: top-dose activation of IL-2 secretion, usual class: activators; 330,000 tested, under 10 active; AID 504894, 2011; also: % of control where 0% means no effect
#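 Using a-CD3 beads without co-stimulation, primary human leukocytes were exposed to compounds for 48 hr. An HTRF IL-2 kit measured the cytokine, with europium-to-d2 energy transfer producing emission at 665nm upon 320nm excitation.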
# TSHR antagonist: Antagonists of the Thyroid Stimulating Hormone Receptor: HTS campaign; 330,000 compounds, 0.2% hits; TSHR-expressing cells, TSH-stimulated cAMP HTRF, 2 h; stronger effect = lower value; activity change, negative = inhibition, % at 11.5 µM; Thyrotropin receptor (Homo sapiens), P16473;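 active = activity change below a set negative limit, meaning inhibition stronger than a set level, cut at about -70% in these data; inconclusive = activity change between two set negative limits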; also: % is scaled to controls: 0 for no effect and ±100 for the full control effect
#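 TSHR-expressing cells were treated with compounds, then stimulated with TSH at EC80 (4nM final) for 2 hours at 37 deg C. Cellular cAMP was measured by HTRF competition between lysate cAMP and cAMP-d2 for a cryptate-labelled anti-cAMP antibody.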
# Eya2 phos inh: qHTS Assay for Inhibitors of the Phosphatase Activity of Eya2. recombinant Eya2, OMFP fluorescence dephosphorylation (OMFP is methylfluorescein phosphate). Potency, µM (doses to about 76.9 µM), without a hit: top-dose activity, negative = inhibition, most hits filed as inhibitors. 330,000 compounds, 0.006% hits; also: potency is read from the fitted curve at half-maximal effect; % is scaled to controls: 0 for no effect and ±100 for the full control effect
# Target sequence (O00167 whole entry, looked up): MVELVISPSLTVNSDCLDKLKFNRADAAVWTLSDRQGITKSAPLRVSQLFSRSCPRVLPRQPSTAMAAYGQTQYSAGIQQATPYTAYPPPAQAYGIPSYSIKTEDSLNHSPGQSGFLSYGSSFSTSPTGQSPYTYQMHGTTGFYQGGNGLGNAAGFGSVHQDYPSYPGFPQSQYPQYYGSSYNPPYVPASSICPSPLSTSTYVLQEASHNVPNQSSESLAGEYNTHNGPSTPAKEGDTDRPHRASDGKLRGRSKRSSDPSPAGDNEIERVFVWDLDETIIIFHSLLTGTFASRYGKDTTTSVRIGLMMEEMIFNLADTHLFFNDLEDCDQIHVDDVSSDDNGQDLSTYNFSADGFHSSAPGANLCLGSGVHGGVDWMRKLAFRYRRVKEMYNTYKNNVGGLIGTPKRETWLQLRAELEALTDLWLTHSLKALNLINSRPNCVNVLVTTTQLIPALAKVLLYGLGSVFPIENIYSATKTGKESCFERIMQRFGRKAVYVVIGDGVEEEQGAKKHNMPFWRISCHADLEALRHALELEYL
#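 Eya2 (0.2 uM) preincubated 10 min at ambient with compound, then OMFP substrate added at 50 uM; 10 min reaction in 50 mM HEPES pH 7.5, 50 mM NaCl, 5 uM MgCl2, 0.05% BSA, 1 mM DTT. Fluorescence read at Ex 485/Em 525 nm.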
# Mito fusion yeast: qHTS Assay for Small Molecule Inhibitors of Mitochondrial Division or Activators of Mitochondrial Fusion. 320,000 compounds, 0.23% hits. AID 485298, 2010. Potency, µM (top dose mostly 46.1 µM), inactives show at the highest dose growth rescue (activation), hits mostly activators. S. cerevisiae fusion-defective mutant growth rescue, CellTiterGlo 48 h;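 also: potency is read from the fitted curve at half-maximal effect; % of control where 0% means no effect; nearly all actives have a fitted effect of over 45% in size; temperature-sensitive fusion mutants such as fzo1-1 at 37 °C on non-fermentable ethanol glycerol medium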
#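 Growth-rescue viability read-out: after 48 h at the non-permissive 37C in glycerol/ethanol YPEG, yeast mitochondrial fusion mutants are measured by CellTiterGlo luminescence; compounds (23 nl pinned per well) restoring growth score as division inhibitors or fusion activators.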
# BCR signal inh: qHTS Assay to Find Inhibitors of Chronic Active B-Cell Receptor Signaling; 340,000 compounds, 0.05% hits; ABC-DLBCL IkBa-CBG/CBR reporter, luminescence ratio, 4 h; Potency, µM (doses to about 46.1 µM), for the others: at the highest dose ratio change, negative = lower green/red ratio, hits mostly inhibitors; active = well fitted inhibition curve with a large enough effect in the signal ratio, with a control signal flat, not every such curve was filed as active; inconclusive = small, poorly fitted or top-dose-only effect, or effect the other way, or a change in a side signal; the % refers to the signal ratio;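 also: potency is read from the fitted curve at half-maximal effect; plate controls were basal doxycycline-induced cells for no effect and cells given 10 µM MG132 for full effect; MG132 reads +100%, hits lower the ratio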
#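 TMD8 human ABC-DLBCL cells with doxycycline-inducible IκBα–green luciferase fusion and unfused red luciferase, in 0.5% FBS medium; compounds up to 46 uM, 4 h at 37C. Green/red luminescence ratio, filter-overlap corrected, fitted to concentration-response curves.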
# Numbers without * were called inactive; ? = inconclusive; / = not tested or not shown; [ ] = dose if it differs, or a comment. Unless noted, calls follow the shape of the dose curve; as a rule, active = well fitted curve in the direction sought with a large enough effect; inconclusive = small, poorly fitted or top-dose-only effect, or another doubt; inactive = no such curve, though single readings can be large; an effect the other way counts as inactive or inconclusive.
SMILES,PTAP TSG101 blk,a7 integrin act,ASM inhibitor,Tb PFK inh,ELG1 DNA repair,AT treatment,TCR act,TSHR antagonist,Eya2 phos inh,Mito fusion yeast,BCR signal inh
Cc1ccc(S(=O)(=O)N2CCC(C(=O)NCC(C)(C)N3CCOCC3)CC2)c(C)c1,0%,?,3%,-1%,-1%,-3%,2%,4,21%,0%,9%
COc1ccc(-c2nn(-c3ccccc3F)cc2CNCCn2nc(C)cc2C)cc1,1%,7%,0%,0%,?,7%[11.5 µM],6%,0,-3%,-9%,-9%
COc1ccc(N(CC(=O)Nc2cc(Cl)ccc2C)S(=O)(=O)c2c(C)n[nH]c2C)cc1,9%,-42%,0%,0%,-17%,-6%,4%,-15,-24%,2%,0%
COc1ccc(OC)c(NC(=O)c2cc3sccc3n2C)c1,9%,8%,-5%,2%,2%,14%,2%,-12,-12%,18%,?
CC(=O)c1ccc(C(=O)NC2CC(C)(C)Cc3c2cnn3-c2ccccc2)cc1 (centres undefined),-2%,-14%,1%,8%,2%,29%,8%,-9,-24%,3%,-1%
Cc1nc(NC(=O)COC(=O)[C@@H](NC(=O)c2ccco2)C(C)C)c(Cl)cc1Cl,-2%,-25%,5%,1%,-18%,9%,-9%,/,-23%,/,-1%
CN(CCC1CCOCC1)C(=O)c1cc(COc2c(F)cccc2F)on1,-3%,3%,3%,8%,16%,12%,-4%,-16,7%,-1%,6%
O=C(O)c1ccc(COc2ccc3ccccc3c2)o1,-5%,37%,16%,1%,?,-1%,-2%,-18,14%,-3%,?
CNc1ccc(C(O)(C(F)(F)F)C(F)(F)F)cc1C(O)(C(F)(F)F)C(F)(F)F,-2%,3%,-2%,?,-5%,4%,15%,-1,-19%,-2%,0%
CC1(C)C(c2ccccc2)=[N+]([O-])C2(CCCCC2=O)N1O (centres undefined),0%,6%,-1%,-7%,-5%,4%,3%[46.1 µM],-3,5%,-5%,0%
CCCn1nnnc1NC(=O)CSc1ccc(Cl)cc1,-12%,-20%,-1%,-4%,-21%,3%,-1%,-3,-17%,1%,0%
COc1cccc(NC(=S)N/N=C2\CC3CCC2(C)C3(C)C)c1 (centres undefined),-2%,20%,0%,1%,?,10%,/,-17,-9%,-9%,11%
COc1ccc(NC2=CC(=O)CC(c3ccccc3)C2)cc1 (centres undefined),-3%,-7%,-4%,-2%,6%,1%,-1%,-7,-1%,-20%,?
O=C(Nc1ccc(Oc2cccnc2)cc1)C1CCN(Cc2cccc(Cl)c2)CC1,0%,19%,-1%,-17%,-21%,4%,7%,17,-1%,0%,?
O=C(O)c1cccnc1Br,-5%,-11%,0%,-1%,18%,0%,-2%,13,-2%,0%,3%
CN(C)N1C(N)=C(C#N)C(c2ccc(F)cc2)C2=C1CC(C)(C)CC2=O (centres undefined),0%,-37%,1%,3%,24%,-4%,5%,-5,17%,-1%,?
CC1(C)CC(=O)c2cn3c(nc2C1)nc1ccccc13,-6%,8%,5%,5%,12%,-2%,3%,5,28%,-14%[9.22 µM],11%
CCOC(=O)Cc1csc(NS(=O)(=O)c2ccccc2)n1,-1%,-1%,1%,7%,0%,1%,-2%,7,13%,0%,3%
COC(=O)C(C(=O)OC)c1ccc(N)cc1,-1%,10%,4%,1%,4%,1%,/,8,-1%,2%,-2%
CCCCn1c(-c2csc(C(C)C)c2)n[nH]c1=S,-2%,2%,-1%,-4%,2%,4%,0%[46.1 µM],-17,-6%,5%,?

# Single records (already shown). Values in the order: PTAP TSG101 blk, a7 integrin act, ASM inhibitor, Tb PFK inh, ELG1 DNA repair, AT treatment, TCR act, TSHR antagonist, Eya2 phos inh, Mito fusion yeast, BCR signal inh
# COc1ccc(OC)c(NC(=O)c2cc3sccc3n2C)c1 in the list: 9%, 8%, -5%, 2%, 2%, 14%, 2%, -12, -12%, 18%, ?
# CNc1ccc(C(O)(C(F)(F)F)C(F)(F)F)cc1C(O)(C(F)(F)F)C(F)(F)F in the list: -2%, 3%, -2%, ?, -5%, 4%, 15%, -1, -19%, -2%, 0%
# CC1(C)CC(=O)c2cn3c(nc2C1)nc1ccccc13 in the list: -6%, 8%, 5%, 5%, 12%, -2%, 3%, 5, 28%, -14%[9.22 µM], 11%

# (more compounds)
SMILES,PTAP TSG101 blk,a7 integrin act,ASM inhibitor,Tb PFK inh,ELG1 DNA repair,AT treatment,TCR act,TSHR antagonist,Eya2 phos inh,Mito fusion yeast,BCR signal inh
Cn1c(Cl)c(C(=O)Nc2ccc(Cl)cc2)c2ccccc21,-2%,-25%,-11%,1%,15%,1%,5%,-3,?,3%,?
O=C(CCNS(=O)(=O)c1ccccc1)N1CCN(c2ccccc2F)CC1,-5%,-3%,-1%,2%,-1%,8%,1%,7,-7%,-2%,-5%
Cc1cc(C)cc(Oc2ccccc2/C=N\O)c1,1%,-16%[1.53 µM],27%,-11%,-15%,5%,-5%,12,-8%,28%,?
COC(c1ccccc1)c1nnc(CCC(=O)NCCC(C)C)o1 (centres undefined),-3%,-25%,5%,4%,1%,4%,-3%,6,-6%,-1%,-8%
CCCCCCN=C(C)c1ccccc1O,-3%,-11%,6%,5%,2%,3%,5%,19,?,-5%,0%
C=C(C)c1ccc(C(C)(C)NC(=O)N2CCN(C)CC2)cc1,-1%,18%,4%,-4%,?,-3%,-1%,-5,-18%,-2%,-2%
CCC1Oc2ccc(C)cc2N(CC(=O)NCCC2=CCCCC2)C1=O (centres undefined),-3%,-6%,-3%,-9%,-5%,3%,2%,-15,-19%,10%,7%
O=S(=O)(c1cccc(S(=O)(=O)N2CCC(n3nnc4ccccc43)CC2)c1)N1CCCCC1,0%,-7%,-5%,2%,?,4%,11%,-6,-7%,0%,2%
N/C(=N\OC(=O)Nc1cccc(C(F)(F)F)c1)c1ccno1,-1%,?,7%,-4%,4%,9%,-2%,3,1%,4%,7%
CCC(=O)Nc1nc(C)nc(C)c1C(C)=O,-5%,1%,2%,2%,4%,/,3%,-7,12%,-5%,0%
CCCOc1ccc(C(=O)C(CN2CCCC2)c2ccccc2)cc1 (centres undefined),2%,-42%,0%,2%,18µM*,15%,-3%,-8,-12%,?,?
CCC1CCCCN1S(=O)(=O)c1ccc(S(=O)(=O)N(Cc2ccccn2)CC2CCCO2)cc1 (centres undefined),-6%,8%,0%,-6%,18µM*,12%,-4%[46.1 µM],3,-12%,-5%,9%
COc1ccc(CN2C(=O)c3cccnc3C2=O)cc1S(=O)(=O)NC1CCCCC1C (centres undefined),0%,12%,0%,6%,9%,13%,-6%,20,-3%,3%,-1%
CC(NC(=O)COC(=O)C1(C)CC1(Cl)Cl)c1ccccc1 (centres undefined),0%,-16%,4%,-4%,0%,-1%,-24%,6,-18%,4%,0%
COC(=O)C1CCN(CC(=O)NC(=O)Nc2ccccc2F)CC1,-2%,0%,0%,1%,?,5%,-5%,4,4%,/,1%
Nc1c(C(=O)N/N=C/c2ccccc2)cnn1-c1ccccc1,-2%,?,-2%,1%,?,4%,2%,-4,-3%,-2%,?
O=C(c1ccc(NC2=NC3CS(=O)(=O)CC3S2)cc1)N(CCO)Cc1ccccc1 (centres undefined),-1%,3%,1%,5%,3%,9%,-4%,7,4%,1%,1%

# Assay outcomes (PubChem BioAssay)
